m-calpain inh: inhibitors of pig calpain II. inhibition, % at 16 µM. AID 1236. 220,000 tested, 0.37% active. purified calpain II, fluorogenic peptide substrate, 30 min;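 active = inhibition above about 50%, limit read from the data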
TRPML3 ag: activates the human TRPML3 channel; Q8TDD5; activation, % at 3 µM; 220,000 tested, 0.29% active; HEK293 TRPML3-YFP, Fluo-8 calcium fluorescence; 100% = the carbachol control signal;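 active = activation above its plate's cutoff, the mean activation of the plate's test wells plus 3 SD, cut at about 12% in these data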;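 also: 0% = DMSO only wells and 100% = carbachol wells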
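Test system – HEK293 line with stable expression of human TRPML3-YFP channel · Control set – carbachol 87 µM final as high control (100%), DMSO as low control (0%) · Signal – Fluo-8 calcium dye fluorescence, ex 470-495, em 515-575 nm · Incubation – 1-h 37 °C dye load, 5-s basal, 120-s post-compound reads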
S1P4 antag: human S1P4 receptor antagonism; O95977; S1P4-expressing cells, antagonist mode, reporter read-out; inhibition, % at 4.98 µM; 220,000 tested, 0.26% active; in the data active = inhibition above about 29%;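 also: 0% = wells stimulated with agonist and 100% = vehicle wells without agonist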
PERK inhibitor: human PERK inhibition, primary cell-based screen | CHO PERK-DD fusion, SEAP luminescence translation reporter | inhibition, % at 5.6 µM | 220,000 tested, 0.17% active | AID 1416;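 active = inhibition above the mean inhibition of all tested compounds plus 3 SD, set separately per screening campaign, cut at about 2.9% in these data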;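 also: PERK kinase domain activated by AP20187 dimerizer at 100 nM; 0% = DMSO with dimerizer and 100% = rapamycin at 8.4 µM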
Target sequence (Q9NZJ5 whole entry, looked up, the tested form may be a part): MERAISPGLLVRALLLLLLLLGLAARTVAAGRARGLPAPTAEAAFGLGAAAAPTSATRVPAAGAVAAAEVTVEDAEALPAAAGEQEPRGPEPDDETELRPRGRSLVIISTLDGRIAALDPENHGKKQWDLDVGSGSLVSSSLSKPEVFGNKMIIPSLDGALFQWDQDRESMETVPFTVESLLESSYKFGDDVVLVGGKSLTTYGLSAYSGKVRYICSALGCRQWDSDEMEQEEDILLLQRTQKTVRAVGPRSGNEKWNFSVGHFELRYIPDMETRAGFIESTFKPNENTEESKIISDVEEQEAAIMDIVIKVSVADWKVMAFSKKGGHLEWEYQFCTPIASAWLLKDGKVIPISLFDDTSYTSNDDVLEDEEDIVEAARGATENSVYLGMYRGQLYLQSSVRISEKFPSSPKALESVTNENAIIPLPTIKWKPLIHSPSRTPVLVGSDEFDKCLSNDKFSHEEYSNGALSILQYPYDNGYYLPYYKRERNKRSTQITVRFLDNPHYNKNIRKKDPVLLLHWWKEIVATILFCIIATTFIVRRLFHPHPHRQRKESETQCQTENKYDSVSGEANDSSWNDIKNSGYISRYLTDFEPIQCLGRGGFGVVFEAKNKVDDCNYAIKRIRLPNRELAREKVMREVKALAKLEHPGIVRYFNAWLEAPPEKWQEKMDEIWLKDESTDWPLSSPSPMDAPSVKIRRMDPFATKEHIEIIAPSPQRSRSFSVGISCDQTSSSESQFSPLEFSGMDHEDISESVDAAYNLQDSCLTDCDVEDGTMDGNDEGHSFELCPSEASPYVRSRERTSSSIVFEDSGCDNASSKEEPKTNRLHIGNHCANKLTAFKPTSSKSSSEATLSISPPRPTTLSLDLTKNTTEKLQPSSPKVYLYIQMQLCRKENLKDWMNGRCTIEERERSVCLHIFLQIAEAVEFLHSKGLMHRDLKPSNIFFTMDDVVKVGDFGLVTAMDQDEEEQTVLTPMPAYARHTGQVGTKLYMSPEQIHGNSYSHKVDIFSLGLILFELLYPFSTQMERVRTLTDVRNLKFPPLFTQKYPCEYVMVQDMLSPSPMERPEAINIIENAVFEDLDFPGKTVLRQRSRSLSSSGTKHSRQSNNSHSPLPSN
Ba/F3 V617F tox: reduce viability of Ba/F3 cells dependent on JAK2V617F. Ba/F3 EpoR-JAK2V617F viability, ATP luminescence. AID 1446. 220,000 tested, 1.1% active. inhibition, % at 5.6 µM;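 active = inhibition above the campaign mean plus 3 SD over all tested compounds, cut at about 24% in these data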;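 also: cytokine-independent growth of Ba/F3 cells driven by EpoR plus mutant JAK2; 0% = DMSO-treated cells and 100% = JAK inhibitor I control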
S1P4 ag: human S1P4 receptor agonism; O95977; S1P4-expressing cell line, agonist reporter assay; activation, % at 4.98 µM; 220,000 tested, 0.35% active; in the data active = activation above about 11%;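 also: 0% = DMSO vehicle and 100% = reference agonist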
EP2 modulator: EP2 receptor (human) modulation; P43116; induction, % at 25 µM; 260,000 tested, 0.83% active; AID 940; EP2-expressing cells, cAMP HTRF FRET, PGE2 co-stimulation;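 active = compounds whose cAMP rise, as percent of the full-agonist control response, exceeds 60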;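 also: rat C6 glioma line stably carrying human EP2 under a CMV promoter; the protocol text gives 20 µM as final concentration; 100% = response of wells given 1 µM PGE2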
BaF3 parental: reduces parental Ba/F3 cell viability, JAK2V617F counter-screen. CellTiter-Glo ATP luminescence. inhibition, % at 5.6 µM. AID 1486. 220,000 tested, 1.1% active;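 active = inhibition above a per-campaign cutoff, the mean inhibition of all tested compounds plus 3 SD, cut at about 27% in these data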;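 also: 0% = DMSO wells and 100% = JAK Inhibitor I control wells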
zfTRPN1 agonist: activates the zebrafish TRPN1 channel | HEK293 zebrafish TRPN1-YFP, Fluo-8 calcium fluorescence; 100% = response to 87 µM carbachol | activation, % at 3 µM | 220,000 tested, 0.18% active | AID 1424;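 active = activation above its plate's cutoff, the mean activation of test wells on that plate plus 3 SD, cut at about 19% in these data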;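 also: 0% = DMSO alone and 100% = 87 µM carbachol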
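Material: zebrafish TRPN1-YFP in HEK293 cells; Doses: single test compound dose, 3 µM nominal, 0.3% DMSO; Timing: dye loading 1 h at 37 °C, then 30 min room temperature; Technique: intracellular calcium fluorescence with Fluo-8; Benchmarks: high carbachol 87 µM, low DMSO alone.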
Active calls of the source: *; & = joins results of further samples.

Sample of the layout, two compounds:
SMILES	m-calpain inh	TRPML3 ag	S1P4 antag	PERK inhibitor	Ba/F3 V617F tox	S1P4 ag	EP2 modulator	BaF3 parental	zfTRPN1 agonist
C=CCn1c(SCC(=O)NNC(=O)Nc2ccc(C)cc2)nnc1-c1ccccc1	-4	0.3	-13	0.4	-4	0.5	4	-3	-0.1
Cc1ccc2oc(-c3ccco3)cc(=O)c2c1	-156	-0.6	-8	0.2	-2	0.3	-44	6	0.0

The listing, previewed entries included:
SMILES	m-calpain inh	TRPML3 ag	S1P4 antag	PERK inhibitor	Ba/F3 V617F tox	S1P4 ag	EP2 modulator	BaF3 parental	zfTRPN1 agonist
C=CCn1c(SCC(=O)NNC(=O)Nc2ccc(C)cc2)nnc1-c1ccccc1	-4	0.3	-13	0.4	-4	0.5	4	-3	-0.1
Cc1ccc2oc(-c3ccco3)cc(=O)c2c1	-156	-0.6	-8	0.2	-2	0.3	-44	6	0.0
Nc1ccc(C(CC(=O)O)n2cccc2)cc1 (centres undefined)	-2	-0.4	-21	-0.2	3	1.2	14	6	0.6
CC(=O)c1cccc(NC(=O)COC(=O)COc2ccc(Cl)cc2)c1	0	1.3	-15	2.2	2	3.8	2	6	-0.2
NC(=O)c1ccsc1NC(=O)Cc1ccc([N+](=O)[O-])cc1	-51	0.5	6	1.1	-1	4.0	-67	7	2.8
CCOc1cc(CN2CCN(CCOCCO)CC2)ccc1OC	-35	0.4	-6	-1.1	5	0.4	23	1	13
CC(C)n1c(=S)[nH]c2scc(-c3cccs3)c2c1=O	59*	-0.4	0	0.1	0	-0.2	-19	-4	2.6
C/C(=C\C(=O)c1sccc1Cl)N(C)C	3	0.9	-3	1.4	1	-1.2	-4	7	-0.7
O=C(c1ccc(=O)[nH]c1)N(Cc1cccs1)C1(C(=O)NC2CCCC2)CCCCC1	32	-0.2	4	-0.2	4	-0.1	22	3	-0.3
COc1cc(N=C2C(=O)N3c4c(cccc42)C(C)=CC3(C)C)cc(OC)c1	-52	0.5	-15	0.1	-1	1.6	14	10	-0.4
FC(F)(F)c1cccc(NC(=S)NCc2ccccc2)c1	-6	2.4	5	0.9	-2	2.3	-9	1	9.3
O=C(NCC1CCCO1)C1CCN(C2CCN(Cc3cccs3)CC2)CC1 (centres undefined)	-19	1.3	1	0.4	-7	0.9	-5	-2	0.0
O=C(c1cccc(S(=O)(=O)N2CCOCC2)c1)N1CCOCC1	-10	1.0	-4	2.3	0	1.4	39	2	0.3
CCN1CCN(CC(=O)Nc2sc3c(c2C#N)CCC3)CC1	-1	0.7	4	-0.6	-3	1.7	-13&-1	4	1.0
COc1ccc(/C=C/C(=O)c2ccc3c(c2)OCO3)c(OC)c1	-6	-0.6	-5	-0.3	-1	0.2	-42	-1	-1.4
O=C(NCc1ccco1)c1cc(-c2cccs2)on1	16	-0.2	13	1.4	-3	0.3	-30	-1	-1.5
CCc1ccc(NC(=O)N(CCOC)C2CCN(C(C)=O)CC2)cc1	-13	0.9	-14	0.5	-3	1.9	16	0	-0.5
CC(=O)/C=C/c1ccc(C)o1	11	0.2	-14	0.3	1	0.6	16	4	-0.1
Cc1ccc2c(CC(=O)OCn3nnc4ccccc4c3=O)coc2c1	14	-0.1	1	0.2	1	0.8	-4	2	-1.7
c1ccc(OCc2nnc3sc(C4COc5ccccc5O4)nn23)cc1 (centres undefined)	-109	-0.3	2	-0.1	2	-0.6	-6	3	0.8
CCCS(=O)(=O)c1c(S(=O)(=O)CCC)c2cnccn2c1C(=O)c1ccc(Cl)cc1	-9	0.5	0	-0.2	-3	0.1	3	1	-0.8
COC(=O)C1CCN(Cc2cn(Cc3ccccc3)nc2-c2cc3ccccc3o2)CC1	30	0.3	8	-0.7	2	2.2	-30	0	1.4
COc1cc(/C=C/C(=O)OCc2c(C)noc2C)ccc1OC(F)F	6	-0.2	-14	0.2	4	2.1	-4	11	-1.9
COc1cccc(NS(=O)(=O)c2c(C)cc(C)cc2C)c1	36	-0.1	-19	-0.8	1	1.8	-8	9	-0.8
CSc1ncc(-c2ccc(Cl)cc2)[nH]1	7	-0.4	3	0.7	7	-0.7	-42	1	-0.9
Cc1ccccc1NC(=O)C1CC(=O)N(c2ccccc2F)C1 (centres undefined)	4	0.8	4	0.7	0	-0.1	16	3	0.4
COc1ccc(Nc2ncc3c(n2)CC(c2ccccc2)CC3=O)cc1 (centres undefined)	-41	-0.5	-9	-0.7	1	1.0	-12	2	0.5
COc1ccccc1Nc1nnc(SCc2nnc(-c3cc(OC)c(OC)c(OC)c3)o2)s1	8	-0.4	-17	-1.5	6	0.0	-43	10	0.0
CC(=O)Nc1ccc(N2CCOCC2)c(C(=O)Nc2cccc(C)c2)c1	-12	0.8	10	-0.6	-6	1.1	-1	2	-0.9
Cc1ccc(F)cc1CNC(=O)c1cc(COc2ccc3ncccc3c2)on1	-5	4.0	-10	0.3	-1	0.8	-44	1	6.7
NC(=S)N/N=C1/CCSc2ccc3ccccc3c21	38	-0.4	-2	-1.2	2	-0.9	-36	5	-1.3
CC1CCC/C(=C\Nc2ccc(O)cc2)C1=O (centres undefined)	-13	-0.5	-11	2.1	-1	1.4	-1	6	1.4
O=C(CCn1c(=O)oc2ccccc21)Nc1ccccc1	13	-0.5	-13	0.5	-1	0.3	10	1	1.2
Cc1ccccc1NC1=NC(=S)N(c2ccccc2)C12CCCCC2	4	-0.9	-4	-0.2	-1	1.7	62*	5	-1.7
Cc1ccc(N2C(=O)C(Cl)=C(N3CCOCC3)C2=O)cc1Cl	4	0.5	-1	-0.2	-3	-0.2	3	5	1.0
CNCCCOc1ccc(C)cc1Br	-32	1.2	6	-0.1	1	-1.9	10	5	1.9
CCOC(=O)c1cnn(-c2ccccc2)c1NC(=O)c1ccccc1	39	0.5	-24	-0.7	3	0.4	26	4	0.8
CCOC(=O)c1cnc(-n2nc(C)cc2C)nc1Nc1ccc(C)cc1	46	1.1	-13	1.2	-1	-1.2	17	1	-0.1
Cc1ccc(C(=O)CCNc2ccc(Cl)cc2)o1	-10	0.9	5	0.0	1	-3.4	-23	8	-0.1
CCOc1ccc(-n2c(=O)[nH]c3sc4c(c3c2=O)CCCC4)cc1	22	0.8	-10	-0.2	4	-0.2	2	4	-0.5
COc1ccc(CCNc2ccc(C)cc2)cc1	-29	1.0	17	0.3	1	0.1	-7	4	-0.2
N#C/C(=C\c1cccs1)c1nc2ccccc2[nH]1	0	0.3	-8	0.4	-2	0.9	-61	4	1.0
COc1ccc(NC(=S)NNc2ccc(S(=O)(=O)Nc3ccccc3C(=O)O)cc2[N+](=O)[O-])cc1	6	-1.5	-8	2.3	0	-1.1	-23	-2	-2.4
Cc1ccc(NC(=O)C(OC(=O)c2ccc(C=O)cc2)c2ccccc2)cc1Cl (centres undefined)	-67	1.0	-1	0.8	-1	-0.7	39	5	3.3
O=C(NC(=S)Nc1ccccc1N1CCOCC1)c1ccco1	30	0.1	-6	0.4	-1	0.0	3	5	2.2
Cc1cccc(-c2nnn(C/C(N)=N/O)n2)c1	-35	0.0	-7	0.5	-3	0.5	-23&-10	0	0.9
O=C(O)CSc1nnc(-c2ccccc2Br)n1-c1cccc(C(F)(F)F)c1	-10	0.9	-17	-0.2	-1	2.1	14	3	0.9
CC1CN(Cc2cc(=O)[nH]c(C3CC3)n2)CC(C)O1 (centres undefined)	-16	0.9	-18	-0.2	40*	-0.6	8	4	1.3
COc1ccc(/C=N/Nc2nnc(C)n2N)cc1OC	23	0.6	22	0.2	7	-1.0	-3	11	1.3
Cc1sc2nc(CN3CCCCC3)nc(N3CCN(C(=O)c4ccco4)CC3)c2c1C	-5	0.7	-7	0.3	2	-1.5	-58	3	-1.0
C=CCn1cnc2scc(-c3ccccc3)c2c1=O	7	-0.4	-10	0.1	1	2.7	7	4	-1.3
CCOC(=O)CNC(=S)N1CCn2c(nc3ccccc32)C1	-15	0.5	0	0.1	1	1.4	-6	5	0.1
COC1CCN(C(=O)c2ccc(OC3CCN(Cc4ccccn4)CC3)cc2)CC1	16	0.7	3	1.5	0	-0.7	-1	9	0.4
Cc1cccn2c(/C=N/OCc3ccc(F)cc3)c(-c3ccc(Cl)cc3)nc12	-54	1.1	3	2.4	-3	1.8	9	0	-0.9
O=C(O)C1C2CCC(O2)C1C(=O)Nc1cnn(Cc2ccccc2)c1 (centres undefined)	1	0.3	0	0.1	-2	-1.8	26	1	-0.3
O=C1OC(Cc2ccccn2)C(=O)C1=C1SCCS1 (centres undefined)	-1	-0.1	-20	0.4	-1	0.9	4	8	0.1
COc1cccc2c(=O)cc(C)n(CC(=O)Nc3cccc(C)c3)c12	-57	0.6	-19	-0.8	1	1.3	-15	7	3.0
C#CCOCCOCCOCCNc1nc(N2CCN(C(=O)Cn3cc(CCCCN)nn3)CC2)nc(N2CCN(C(=O)[C@H](C)n3cc(CCCN=C(N)N)nn3)CC2)n1	-8	0.6	5	0.1	-1	1.4	14	1	2.2
Cc1ccc(-n2c(C)nc3c(cnn3-c3ccc(F)cc3)c2=O)cc1	-15	1.6	-32	-0.1	-4	-0.2	8	0	0.3
COc1cc(/C=N\NC(=O)c2ccc(Cl)cc2)ccc1Oc1ccc([N+](=O)[O-])cn1	-22	0.7	-10	-1.9	-1	2.3	-39	-4	1.0
(listing goes on)
SMILES	m-calpain inh	TRPML3 ag	S1P4 antag	PERK inhibitor	Ba/F3 V617F tox	S1P4 ag	EP2 modulator	BaF3 parental	zfTRPN1 agonist
COc1ccc(OC)c(/C=C/C(=O)Nc2ccc(OC)nc2)c1	-105	0.2	-16	-0.2	4	2.2	-28	4	-1.2
COc1ccc2cc3cc(C(=O)NCCN4CCc5ccccc5C4)sc3nc2c1	-130	-0.2	-17	-0.9	0	0.6	-79	3	0.5
CC(C)(C)c1cc(C(=O)N/N=C/c2ccc(F)cc2)n(-c2ccccc2)n1	10	-0.1	-9	-0.9	2	0.2	-16	3	-1.1
CC(C)c1ccc(/C=N/NC(=O)CN(c2cccc(Cl)c2Cl)S(C)(=O)=O)cc1	-11	0.5	-8	0.7	-1	-0.1	-5	0	0.0
CCOC(=O)c1cnc2ccc(C)cc2c1OCc1cc(F)cc(F)c1	12	-1.0	8	-1.1	-6	2.9	4	1	-1.3
O=S(=O)(c1cccc2nsnc12)N1CCN(C/C=C\c2ccccc2)CC1	-14	-0.5	-53	-1.6	4	3.9	-3	7	0.4
O=C(Nc1c(Cl)cc(Cl)cc1C(=O)NCCN1CCOCC1)c1cccc([N+](=O)[O-])c1	20	0.8	6	-0.2	3	-0.4	14	9	-1.5
CCCCC1S/C(=N/N=C/c2ccco2)NC1=O (centres undefined)	15	0.3	-10	0.9	-2	2.0	15	7	1.7
COc1ccc(CNC(=S)N2CCN(Cc3ccccc3)CC2)cc1	-7	0.7	6	0.6	0	0.2	-4	-1	1.8
CCOc1ccc(NS(=O)(=O)N(C)C)cc1	-9	-0.2	-2	2.4	3	-1.3	10	6	0.2
COc1ccc(S(=O)(=O)N(C)C)cc1NC(=O)[C@H](Cc1ccccc1)N1C(=O)c2ccccc2C1=O	-8	-0.9	-21	-0.2	-6	0.3	2	-1	-1.5
COC(=O)c1cc2cc(NS(=O)(=O)c3ccc(C)cc3)ccc2s1	8	-1.1	-9	0.6	0	1.8	-20	5	-1.4

Compound activity as filed in PubChem BioAssay.

Not a hit list; about 3.6% have a hit in one of these screens.
